Bioassay records: PubChem BioAssay, several laboratories
M1AAP inhibition – malaria alanyl aminopeptidase activity blockers – biochemical, fluorogenic H-Leu-NHMec substrate, 1536-well (AID 1445) | recombinant M1AAP, H-Leu-NHMec fluorogenic kinetic assay; higher % means a stronger effect | one-dose inhibition, % at 30 µM; IC50 in µM for titrated hits | 220,000 compounds, 0.42% hits;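 active = primary inhibition above the hit cutoff, then over 50% inhibition at one or more dose response concentrations, cut at about 23% in these data, passing the limit was not always enough; inconclusive = conflicting primary data, or primary hits not chosen for dose response; inactive = low primary inhibition, or under 50% at every dose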;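 also: plate controls were DMSO full reaction for no effect and no enzyme background for full effect; strong numbers were not always called active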
ER stress rescue – rescue of cells from ER stress-induced death, primary screen, 384-well, CSM14.1, thapsigargin, ATP luminescence (AID 1222). 190,000 tested, under 10 active. CSM14.1 thapsigargin-induced death rescue, ATP luminescence; higher % means a stronger effect. cellular ATP content (survival), % at 20 µM, or EC50 in µM where a hit was titrated;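 active = EC50 below 50 µM in the dose-response confirmation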;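 also: death triggered by thapsigargin at about 15 µM added after 2 h compound pretreatment; cell ATP read after overnight thapsigargin exposure of roughly 18 to 22 hours; normalized against plate controls of thapsigargin alone and 5% DMSO vehicle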
Myeloid diff MLP – promotes myeloid progenitor differentiation; ER-HoxA9 myeloid progenitors, lysozyme-GFP differentiation, flow cytometry; calls only at 10 µM; 360,000 compounds, 1% hits; AID 624256;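 active = normalized GFP-positive differentiation at or above the plate's own cutoff, the solvent-only control mean plus 3 SD; inconclusive = no clear call, values can overlap the other calls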;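 also: cells exposed to compound for four days before flow analysis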
PMI inhibitors – MPI enzyme activity inhibition – biochemical, fluorescence intensity, coupled assay, primary screen (AID 1209). purified PMI enzyme, coupled fluorescence intensity; higher % means a stronger effect. one-dose inhibition, % at 20 µM; IC50 in µM for titrated hits. 190,000 compounds, 0.42% hits;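 also: plate controls were DMSO vehicle for no effect and wells lacking substrate for full effect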
UTI89 phage lysis – inhibition of K1F phage lysis, E. coli UTI89, bacterial capsule biogenesis inhibitors, alamar blue (AID 488966) | inhibition, % at 100 µM; hits with a dose series show IC50 in µM | 340,000 compounds, 0.02% hits | E. coli UTI89 K1F phage lysis, alamar blue, 2 h; higher % means a stronger effect;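 active = phage lysis inhibition, versus mean bacterial control, above a set limit; inconclusive = no clear call, values can overlap the other calls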;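 also: capsule biogenesis inhibitors block K1F phage lysis so surviving cells raise fluorescence; higher fluorescence means more inhibition of phage lysis; actives were called in the ten point dose series up to 300 µM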
WT yeast gro inh – growth inhibition of WT yeast, mitochondrial fusion screen; mitochondrial fusion phenotypic screen, WT strain; 190,000 compounds, 2.1% hits; inhibition, % at 10 µM; AID 1362; in the data active = inhibition above about 58%; tested in S. cerevisiae
human PMI inhibitors – human PMI inhibitors, high substrate, primary screen, biochemical, fluorescence intensity, high mannose 6-phosphate (AID 1220). inhibition, % at 20 µM, or IC50 in µM where a hit was titrated. 190,000 compounds, 0.66% hits. recombinant PMI enzyme, coupled fluorescence intensity; higher % means a stronger effect
TNAP activators – stimulation of alkaline phosphatase TNAP activity – biochemical, luminescent, no phosphate acceptor, uHTS, primary screen (AID 1001) | purified TNAP, luminescent activation assay, no phosphate acceptor; higher activation fold means a stronger effect | one-dose activation fold at 20 µM; EC50 in µM for titrated hits | 200,000 compounds, 0.03% hits; in the data active = activation fold from about 3, or a potency from the dose series; inactive = the rest, 99 in 100 with activation fold below about 1.6; also: many of its hits are not listed in these tables
Lipid droplet – hepatic lipid droplet formation modulation; inhibition, % at 6.5 µM; 240,000 compounds, 0.4% hits; AML12 mouse hepatocytes, oleate lipid droplets, BODIPY imaging;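 active = lipid droplet intensity inhibited by at least 50%, with more than 500 cells counted; inconclusive = wells with under 300 cells, treated as cytotoxic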
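Material: mouse AML12 hepatocyte cell line, fixed after treatment; Timing: compound with oleate, overnight; Technique: high-content imaging of BODIPY-stained droplets and DAPI nuclei; Probe or stimulus: oleate, 100 µM final; Dosing: compound at 6.5 µM only.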
WT yeast gro inh mutant strain – recorded beside WT yeast gro inh, whose call it bears; inhibition, %; mitochondrial fusion phenotypic screen, mutant strain inhibition
Lipid droplet cells 6.5 µM – further read-out of Lipid droplet, marked with its call; cell count; measured here: cell count, cytotoxicity flag;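 cells counted across two imaged fields per well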
Myeloid diff MLP GFP+ MAC1+ % – second read-out of Myeloid diff MLP, no call of its own (marks repeat the call); GFP+ MAC1+ double positive, %; measured here: differentiation confirmed by MAC1 staining
An asterisk follows results filed as active; i = inactive; ? = inconclusive; . = no result given; + = active, no number; [ ] = another dose, or the depositor's remark. Rule as the data show it, unless noted: active = inhibition above about 50%; inactive = the rest. No enrichment for hits, and some 4.6% of all compounds hit somewhere here.

SMILES	M1AAP inhibition	ER stress rescue	Myeloid diff MLP	Myeloid diff MLP GFP+ MAC1+ %	PMI inhibitors	UTI89 phage lysis	WT yeast gro inh	WT yeast gro inh mutant strain	human PMI inhibitors	TNAP activators	Lipid droplet	Lipid droplet cells 6.5 µM
CCC(=O)Nc1nc2ccccc2n1Cc1ccccc1	2%	1.8%	i	7.4	-1%	0.4%	16	24	4%	1.2	.	.
Cc1ccc(Cl)cc1NC(=O)CSc1nnc(C)n1-c1ccccc1	0%	0.1%	i	1.2	4%	-0.2%	-8	-8	7%	1.1	-21	755
CS(=O)Cc1cc(Sc2ccccc2)nc(-c2ccncc2)n1 (stereo unspecified)	8%	1.2%	i	0.6	-9%	-0.4%	-7	0	-3%	1.1	-1	693
COc1ccc(/C=c2\sc3nc(-c4ccccc4OC)nn3c2=O)c(OC)c1	6%	-0.6%	i	0.5	5%	0.5%	-10	-10	6%	1	15	721
CC(=O)NC(Cc1ccccc1)C(=O)N1CCN(C(=S)NCC(C)C)CC1 (stereo unspecified)	-1%	-1.9%	i	0.3	-10%	-0.1%	1	-3	-12%	1.1	15	794
O=C(NCc1cccnc1)Nc1cccc(F)c1	4%	-0.5%	i	0.3	-4%	0.4%	-3	7	-3%	0.9	0	699
COCCNC(=O)c1ccc(CS(=O)(=O)c2ccccc2)o1	-4%	-1.6%	i	0.5	6%	2.7%	9	8	5%	1.1	.	.
O=S(=O)(NCc1cccnc1)c1ccccc1	3%	4.1%	i	7.8	-10%	-0.3%	13	21	-15%	1	-7	736
CCCCOn1c(C)c(C(C)=O)c2c3no[n+]([O-])c3ccc21	0%	-1.4%	i	0.5	-2%	0.1%	13	10	-7%	1.1	4	683
Cc1ccc(S(=O)(=O)C2(C(=O)NC3CCCC3)CC2)cc1	1%	-1.5%	i	4.8	-1%	4.8%	-14	6	-12%	1.1	4	740
COc1ccc(C(N)CCc2ccco2)cc1 (stereo unspecified)	4%	-1.5%	i	1.2	-11%	-0.3%	-6	-19	-23%	1.1	.	.
Cc1c(C(=O)OCC(C)(C)CN(C)C)oc2ccccc12	1%	.	i	1.0	8%	0.3%	6	11	6%	1.1	11	693
COc1ccc(C2CC(c3ccccc3)Nc3nc(N)nn32)cc1 (stereo unspecified)	-8%	3.2%	i	0.8	-5%	-0.4%	20	-5	-4%	1.2	.	.
Cc1ccc(-c2csc(N(C)C(=O)c3c(C)nn(-c4ccccc4)c3Cl)n2)cc1	3%	0.1%	i	0.7	-5%	-0.5%	9	-1	-10%	1	-3	594
O=C(Nc1nccs1)c1cc(N2CCOCC2)nc2ccccc12	9%	0.4%	i	0.8	14%	0.8%	-5	-3	10%	1.1	.	.
CSc1ccc(S(=O)(=O)Nc2ccc3c(c2)OCCO3)cc1	3%	.	+	14*	13%	-11%	10	3	11%	0.9	7	664
Cc1nc(NCCCn2ccnc2)c2ccccc2n1	1%	0.4%	i	6.4	-8%	0.3%	-18	-10	-5%	1.1	.	.
CCOC(=O)c1nc(C)n(-c2cc(Cl)ccc2Cl)n1	0%	-2.3%	i	0.6	9%	2.7%	3	2	9%	1	.	.
COc1ccc(C(C(=O)NC2CCCCC2)N(C(=O)CCl)c2cccc(Cl)c2)cc1 (stereo unspecified)	3%	0.9%	?	.	6%	0.2%	-24	1	-4%	1.1	?	.
Cc1ncoc1C(=O)Nc1ccc2c(c1)OCCO2	-1%	-3.1%	i	1.0	5%	3.8%	19	23	6%	1.1	.	.
CC(=O)Cc1c(C(=O)O)c(C)nn1-c1ccccc1	-5%	-0.1%	i	0.1	.	0.9%	-9	-8	.	1.1	12	733
CCCc1ccc(OCc2ccc(C(=O)N/N=C/c3cccc([N+](=O)[O-])c3)o2)c(OC)c1	-2%	0.5%	i	2.4	-2%	3.4%	-4	0	0%	1.1	.	.
COc1ccc(S(=O)(=O)N(CC(=O)N2CCN(C)CC2)c2ccc(C)cc2)cc1OC	3%	-0.5%	i	6.7	-2%	1.4%	3	6	-1%	1.2	-17	741
CCCC(=O)Oc1ccc(-c2nccc(C(OC)OC)n2)cc1	8%	.	i	0.6	-1%	-0.5%	-2	2	-3%	1.1	10	703
O=C(NN1C(=O)/C(=C\c2ccc(O)c([N+](=O)[O-])c2)SC1=S)c1ccccc1Cl	20%	.	i	0.3	.	0.1%	.	.	.	.	0	671
Cc1nc2ccccn2c1C(=O)CSc1ccccc1Cl	3%	5.6%	i	1.8	13%	3.5%[50 µM]	14	26	9%	1	.	.
O=C(Nc1ccc(O)c(-c2nc3ccccc3o2)c1)C1(c2ccc([N+](=O)[O-])cc2)CCCC1	14%	3.0%	i	0.4	-10%	3.7%	-5	3	-16%	1.3	4	683
O=C(O)C1CCCCC1C(=O)NCCc1ccc(Cl)cc1 (stereo unspecified)	2%	3.6%	i	0.4	4%	2.8%	2	1	-4%	1.1	7	775
C/C(=N/NC(=O)c1ccc2c(c1)OCO2)c1ccc(NC(=O)C(F)(F)F)cc1	2%	-4.0%	i	0.2	-12%	1.4%[50 µM]	-7	-2	-8%	1.1	10	630
Cc1ccc(C)c(N2CCN(C(=O)CCCOc3cc(=O)n(C)c4ccccc34)CC2)c1	15%	-0.5%	i	1.8	15%	-0.5%	37	13	18%	1	.	.
CCOC(=O)C1=C(O)/C(=C/c2cc(C)n(-c3ccccc3)c2C)N=C1C	3%	.	i	0.7	.	-0.6%	.	.	.	.	-13	680
COC(=O)Cc1nc2ccccc2[nH]1	-2%	1.7%	i	1.6	-2%	-0.3%	17	14	4%	1.1	.	.
CC(C)c1ccc(NC(=O)C2C3C=CC4(CN(CCCN5CCOCC5)C(=O)C24)O3)cc1 (stereo unspecified)	-5%	0.9%	i	0.6	3%	1.6%	3	-10	-2%	1.1	0	770
CCCCNc1ncnc2c1cnn2-c1ccc(C)cc1C	2%	-0.8%	i	3.9	5%	-0.1%	7	7	6%	1.1	-4	584
COC(=O)c1cc(Br)c(=O)n(-c2ccccc2F)c1	4%	0.1%	i	1.4	3%	0.6%	5	-14	10%	1.1	.	.
COc1ccc(/C(N)=N/OC(=O)Oc2ccccc2)cc1OC	12%	-1.8%	i	1.3	-4%	0.4%	-15	-1	14%	1.1	0	725
Cc1nnc(Sc2nc3ccccc3o2)c2ccccc12	-1%	1.1%	i	0.3	20%	-1.1%	-11	3	6%	1	2	760
CC(=O)SCC[N+](C)(C)C	3%	.	i	1.1	.	4.0%	.	.	.	.	-8	742
O=S(=O)(NCc1ccccc1)c1cccc2nsnc12	0%	.	i	0.3	.	0.0%	.	.	.	.	12	708
C/C(=N\NS(=O)(=O)c1ccc(C)c([N+](=O)[O-])c1)c1ccc2c(c1)OCO2	-1%	-0.2%	i	0.0	-51%	1.8%[50 µM]	0	-1	-17%	1.1	-5	713
NC(=S)N/N=C/c1cccc(O)c1O	-8%	2.9%	i	0.2	11µM*	-1.5%	-2	-2	44%	2.8	15	718
CC(=O)Nc1ccc(S(=O)(=O)NCc2ccc3[nH]c(C)cc3c2)cc1	10%	-0.4%	i	3.2	0%	-1.5%	4	8	2%	0.9	-14	689
O=c1cnnc(N/N=C/C2CC=CCC2)[nH]1 (stereo unspecified)	-3%	-0.9%	i	0.3	-7%	0.1%	6	8	-6%	1.1	-15	693
CC1(C)CC(=O)C2=C(C1)OC(c1ccc(O)cc1)C(C#N)=C2N (stereo unspecified)	12%	-0.4%	i	0.7	10%	-0.2%	-22	-2	8%	1	13	632
Cc1c(NC(=O)Nc2ccccc2Cl)c(=O)n(-c2ccccc2)n1C	1%	-0.7%	i	0.6	-1%	-0.3%	-3	8	2%	1	-1	762
Cc1ccc(S(=O)(=O)N(CC(=O)NN=C2CCN(C)CC2)c2ccc(C(C)C)cc2)cc1	-16%	-0.8%	i	0.1	-5%	2.5%	3	-16	-9%	0.9	22	707
COc1ccc(-c2csc(CCn3nc(C)cc3C)n2)cc1OC	-5%	0.4%	i	0.3	3%	0.1%	-6	0	-1%	1.1	-12	658
Cc1occc1-c1nnc(SCC(=O)c2c(N)n(Cc3ccccc3)c(=O)n(C)c2=O)n1C	8%	-2.9%	i	0.6	-3%	0.0%	0	10	0%	1.1	.	.
CCOC(=O)N/N=C1\CCS(=O)(=O)c2ccc(Cl)cc21	4%	.	i	0.4	.	2.4%	.	.	.	.	-2	717
Cc1ccc(OCC2Cn3c(nc4c3c(=O)n(C)c(=O)n4C)O2)cc1 (stereo unspecified)	0%	-1.4%	i	0.8	3%	0.4%	-2	0	3%	1.1	-9	658
Cc1ccc(NC(=O)COC(=O)c2cc(Cl)ccc2[N+](=O)[O-])cc1	-3%	-2.2%	i	0.4	1%	1.7%	36	-2	0%	1.1	-3	605
O=C(c1cc(-c2cccs2)on1)N1CCN(C(c2ccccc2)c2ccccc2)CC1	5%	0.6%	i	0.6	13%	0.3%	3	-17	8%	1	14	758
COc1cc(C(=O)NCc2nnc(SCC(=O)Nc3nccs3)o2)cc(OC)c1OC	5%	.	i	0.5	6%	0.2%	-12	-22	14%	1.1	-2	646
Cc1ccc(S(=O)(=O)Oc2ccc(/C=C3\N=C(c4cccc(C)c4)OC3=O)cc2)cc1	-1%	-0.1%	i	0.5	-2%	1.3%	5	-6	-6%	1.1	.	.
CCCCNC(=O)COC(=O)c1cc2c(C)nn(-c3ccccc3)c2s1	0%	1.2%	i	2.5	4%	-0.5%	-2	9	7%	1.1	.	.
O=Cc1ccc(N2CCCC2)o1	10%	-10%	i	0.0	-11%	0.2%	3	11	-4%	1	3	680
CC1CC(C)(C)CC2(C1)NC(=O)N(CC(=O)NCC(c1ccco1)N1CCCCC1)C2=O (stereo unspecified)	4%	0.4%	i	0.9	0%	5.1%	8	-9	2%	1.1	15	783

Taken from above:
Result for CCCCNC(=O)COC(=O)c1cc2c(C)nn(-c3ccccc3)c2s1 under M1AAP inhibition: 0%
Result for O=C(c1cc(-c2cccs2)on1)N1CCN(C(c2ccccc2)c2ccccc2)CC1 under M1AAP inhibition: 5%
